Assay outcomes from PubChem.
RXFP1 agonist = qHTS Assay for Agonists of the Relaxin Receptor RXFP1. Relaxin receptor 1 (Homo sapiens), Q9HBX9. HEK293T-RXFP1 cAMP TR-FRET, 30 min; response scale: percent of porcine relaxin response, buffer zero. Potency, µM (titrated, usually from 57.5 µM), for inactives: at the highest dose activation, usual class: activators. 370,000 tested, 0.3% active; also: potency is read from the fitted curve at half-maximal effect; % is scaled to controls: 0 for no effect and ±100 for the full control effect; nearly all actives have a fitted effect of over 60% in size; many of its hits are not listed in these tables
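HEK293 cells stably expressing RXFP1, treated 30 min at 37C with compounds plus PDE4 inhibitor Ro 20174; cAMP measured by HTRF TR-FRET. Normalized to buffer and 29 nM porcine relaxin; EC50 by Hill fit.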
D1 antagonist = Antagonist of Human D 1 Dopamine Receptor: qHTS; 360,000 tested, 3.2% active; HEK293 TREx D1 cells, calcium flux, dopamine EC80; hits give low values; D(1A) dopamine receptor (Homo sapiens), P21728; AID 504652, 2011; activity change, negative = inhibition, % at 10 µM; in the data active = activity change below about -30%; also: % is scaled to controls: 0 for no effect and ±100 for the full control effect
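Kinetic fluorescence of a calcium dye serves as the read-out. D1-expressing Hek293 Trex cells, induced overnight at 30 C, are exposed to compound for 180 s before an EC80 dopamine addition, then read 180 s further.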
TRHR PAM = qHTS for Small Molecule Agonists and Allosteric Enhancers of Human TRH Receptor: Primary Screen for Enhancers. Thyrotropin-releasing hormone receptor (Homo sapiens), P34981. TRHR cells, fluo-8 calcium fluorescence, EC20 TRH enhancement. enhancement, % at 2 µM. 360,000 tested, 0.66% active. AID 493056, 2011; in the data active = enhancement above about 30%; also: 0% is about no effect
Target sequence (P34981 whole entry, looked up): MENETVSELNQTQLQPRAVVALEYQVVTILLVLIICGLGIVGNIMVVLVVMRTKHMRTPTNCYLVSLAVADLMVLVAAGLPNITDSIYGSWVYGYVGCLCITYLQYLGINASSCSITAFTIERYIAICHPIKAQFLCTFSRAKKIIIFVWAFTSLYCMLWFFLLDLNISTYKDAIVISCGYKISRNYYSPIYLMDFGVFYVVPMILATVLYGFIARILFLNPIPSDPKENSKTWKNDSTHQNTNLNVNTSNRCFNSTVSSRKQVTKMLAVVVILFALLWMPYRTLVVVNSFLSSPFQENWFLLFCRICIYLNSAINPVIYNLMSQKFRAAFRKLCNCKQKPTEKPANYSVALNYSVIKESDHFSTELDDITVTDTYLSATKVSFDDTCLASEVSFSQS
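Enhancer read-out: after compound pinning and an initial kinetic agonist-mode read, an EC20 of TRH (10 nM final) was injected and fluo-8 calcium signal (Ex 480/Em 530) followed at 1 s/cycle for 100 cycles in TRHR-expressing cells.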
RXFP1 antag = qHTS Assay for Antagonists of the Relaxin Receptor RXFP1; HEK293-RXFP1, relaxin-stimulated cAMP HTRF, 30 min; hits give low values; 350,000 tested, 0.59% active; AID 1259400, 2018; activity change, negative = inhibition, % at 57.5 µM; Relaxin receptor 1 (Homo sapiens), Q9HBX9;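 active = activity change of -60% or lower, but not beyond a set lower limit; inconclusive = change between -60% and -40%, or beyond the set limit; inactive = change above -40%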; also: % is scaled to controls: 0 for no effect and ±100 for the full control effect
D2 potentiator = HTS Assay for Positive Allosteric Modulators of the Human D2 Dopamine Receptor: Primary Screen for Potentiators; HEK293 T-REx D2, calcium flux, EC20 dopamine potentiation; 340,000 tested, 0.34% active; AID 485347, 2010; potentiation, % at 10 µM;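 active = potentiation over 3 SD above the plate norm, cut at about 30% in these data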; also: 0% is about no effect
Target sequence (P14416 whole entry, looked up): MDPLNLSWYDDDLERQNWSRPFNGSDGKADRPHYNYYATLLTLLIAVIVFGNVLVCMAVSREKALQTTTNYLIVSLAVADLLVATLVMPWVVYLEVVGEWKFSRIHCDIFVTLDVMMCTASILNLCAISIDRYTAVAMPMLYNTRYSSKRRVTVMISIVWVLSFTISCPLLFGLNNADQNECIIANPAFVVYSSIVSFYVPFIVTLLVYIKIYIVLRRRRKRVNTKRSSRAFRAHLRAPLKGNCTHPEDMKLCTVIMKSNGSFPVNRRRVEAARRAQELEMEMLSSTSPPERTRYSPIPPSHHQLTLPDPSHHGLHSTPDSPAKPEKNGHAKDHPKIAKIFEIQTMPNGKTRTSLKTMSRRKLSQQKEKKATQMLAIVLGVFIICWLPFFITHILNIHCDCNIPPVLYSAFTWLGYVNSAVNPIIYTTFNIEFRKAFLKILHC
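Tetracycline-induced Hek293 Trex D2 cells, force-coupled to calcium, loaded with no-wash calcium dye. Compound added with 180 s kinetic read for agonism, then EC20 dopamine and a further 180 s read for potentiation.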
Anesthetic bind = qHTS Assay for Identification of Novel General Anesthetics; 350,000 tested, 0.074% active; apoferritin/1-aminoanthracene competitive binding, fluorescence; AID 485281, 2010; Ferritin light chain (Equus caballus), P02791; Potency, µM (titrated, usually from 77.5 µM), for the others: at the top dose activity change, negative = displacement, actives largely listed as inhibitors; also: potency is read from the fitted curve at half-maximal effect; % is scaled to controls: 0 for no effect and ±100 for the full control effect; nearly all actives have a fitted effect of over 20% in size
Target sequence (P02791 2-175 limits assumed): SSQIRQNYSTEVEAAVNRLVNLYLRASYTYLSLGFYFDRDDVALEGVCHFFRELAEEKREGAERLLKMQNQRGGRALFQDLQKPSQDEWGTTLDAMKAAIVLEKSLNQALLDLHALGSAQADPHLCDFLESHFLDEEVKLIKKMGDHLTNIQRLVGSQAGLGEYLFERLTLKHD
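Apoferritin-based anesthetic binding model; compound displacement of fluorescent 1-AMA measured as endpoint fluorescence after 10 minutes at room temperature, scaled to free-ligand and complex controls.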
TRHR ag = qHTS for Small Molecule Agonists and Allosteric Enhancers of Human TRH Receptor: Primary Screen for Agonists; activation, % at 2 µM; AID 493084, 2011; TRHR cells, calcium flux fluo-8, FDSS agonist mode; 360,000 tested, 0.18% active; Thyrotropin-releasing hormone receptor (Homo sapiens), P34981; in the data active = activation above about 30%; also: 0% is about no effect
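Fluo-8-loaded TRHR cells; 10 s baseline, compound added, kinetic Ca2+ fluorescence read 1/s, agonist mode.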
D1 PAM = Potentiators of Human D1 Dopamine Receptor: qHTS. D(1A) dopamine receptor (Homo sapiens), P21728. HEK293 TREx D1 cells, calcium flux, dopamine EC20 potentiation. potentiation, % at 10 µM. 360,000 tested, 0.036% active. AID 504651, 2011; in the data active = potentiation above about 30%; also: 0% is about no effect
D1 agonist = Allosteric Agonists of the Human D1 Dopamine Receptor: qHTS; D(1A) dopamine receptor (Homo sapiens), P21728; HEK293 T-REx D1 cells, calcium flux, agonist mode; activation, % at 2 µM; 360,000 tested, 1% active; AID 504660, 2011; in the data active = activation above about 30%; also: 0% is about no effect
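Agonism was scored from calcium flux recorded over 180 s (1 read/s) after pintool compound addition, following a 10-cycle baseline. Cells were inducible force-coupled HEK293 TREx D1, plated overnight at 30 C and loaded with no-wash calcium dye.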
Active calls of the source: *; ? = inconclusive; · = not tested or not shown; [ ] = another dose, or the depositor's remark. Unless noted, calls follow the shape of the dose curve; as a rule, active = well fitted curve in the direction sought with a large enough effect; inconclusive = small, poorly fitted or top-dose-only effect, or another doubt; inactive = no such curve, though single readings can be large; an effect the other way counts as inactive or inconclusive.

SMILES	RXFP1 agonist	D1 antagonist	TRHR PAM	RXFP1 antag	D2 potentiator	Anesthetic bind	TRHR ag	D1 PAM	D1 agonist
COc1ccc(OC)c(S(=O)(=O)NCCc2csc(-c3cccnc3)n2)c1	0.0%	9.7	-6.8	-2.4	-3.4	-0.9%	0.2	-2.0	-0.1
Cc1cc(C)cc(NC(=O)CSc2nnc(-c3cc(C)[nH]n3)n2N)c1	-0.7%	-5.8	-0.2	1.2	0.4	1.3%	-0.9	-1.9	1.0
COc1cccc(OC)c1C(=O)Nc1nc2ccc([N+](=O)[O-])cc2s1	3.2%	-8.3	5.4	-10.1	7.6	?	-0.3	-2.0	2.1
O=C(Nc1ccccc1)C1C2CCC3C(CCC21)C3(Cl)Cl (stereo not drawn)	1.6%	-6.0	20.0	-31.0	2.8	-16.2%	1.1	0.0	7.0
CC(C)N1CCc2c(sc(NC(=O)c3ccc(S(=O)(=O)N(C)CC4CCCO4)cc3)c2C(N)=O)C1 (stereo not drawn)	-0.5%	-0.9	11.1	0.1	2.4	-13.6%	3.5	2.5	0.8
O=C(COC(=O)c1cccnc1Cl)Nc1ccc2c(c1)OCCO2	2.8%	-19.6	-4.7	1.0	-7.1	-10.5%	0.5	-7.5	6.4
COc1ccc(CCNC(=O)c2ccc(S(=O)(=O)N3CCCCC3)cc2)cc1	-0.4%	15.0	10.6	-28.6	-3.1	·	-0.2	0.9	7.6
O=C(NCC(c1ccco1)N1CCN(c2ccccc2F)CC1)C(=O)NC1CCCC1 (stereo not drawn)	1.9%	0.8	10.5	-6.1	-5.8	·	-0.3	-6.6	2.0
CCOc1cc(C(=O)OCC(=O)c2c[nH]c3ccccc23)ccc1OCC(=O)N1CCOCC1	2.8%	-2.5	-0.1	3.5	7.4	-22.5%	0.1	-1.5	0.8
O=C(O)c1cc(S(=O)(=O)N(Cc2ccccc2)c2cccc(C(F)(F)F)c2)ccc1Cl	-6.3%	3.4	0.6	9.2	-9.2	-7.5%	0.4	-2.8	0.9
CCn1c2ccccc2c2nnc(N3CCN(c4cccc(Cl)c4)CC3)nc21	3.4%	1.8	-12.1	0.6	-4.3	58.3%[activator]	-0.1	-2.8	-0.7
O=C(CNC(=O)Cn1cnc2sc3c(c2c1=O)CCCC3)NCc1ccccn1	7.6%	9.9	12.6	-1.7	1.4	-18.5%	-0.6	2.7	2.7
Cc1oc2ncn(C)c(=O)c2c1C(=O)NCc1ccc(Cl)cc1	0.7%	9.4	-3.2	·	3.6	-3.9%	3.5	1.5	1.2
Cc1ccc(C(=O)N[C@H](C(=O)Nc2cc(Cl)cc(Cl)c2)C(C)C)cc1	-0.2%	-6.5	6.5	-1.3	3.2	-9.2%	0.7	9.0	4.1
O=C(OCC(=O)c1ccccc1Br)c1ccncc1	-2.6%	16.5	3.0	-22.2	1.0	-15.1%	-0.1	2.5	-4.2

Some of the entries above in a different format.
molecule,RXFP1 agonist,D1 antagonist,TRHR PAM,RXFP1 antag,D2 potentiator,Anesthetic bind,TRHR ag,D1 PAM,D1 agonist
O=C(NCC(c1ccco1)N1CCN(c2ccccc2F)CC1)C(=O)NC1CCCC1 (stereo not drawn),1.9%,0.8,10.5,-6.1,-5.8,·,-0.3,-6.6,2.0
CCOc1cc(C(=O)OCC(=O)c2c[nH]c3ccccc23)ccc1OCC(=O)N1CCOCC1,2.8%,-2.5,-0.1,3.5,7.4,-22.5%,0.1,-1.5,0.8

Returning to the listing; the four compounds before the break are reprinted first.
SMILES	RXFP1 agonist	D1 antagonist	TRHR PAM	RXFP1 antag	D2 potentiator	Anesthetic bind	TRHR ag	D1 PAM	D1 agonist
O=C(CNC(=O)Cn1cnc2sc3c(c2c1=O)CCCC3)NCc1ccccn1	7.6%	9.9	12.6	-1.7	1.4	-18.5%	-0.6	2.7	2.7
Cc1oc2ncn(C)c(=O)c2c1C(=O)NCc1ccc(Cl)cc1	0.7%	9.4	-3.2	·	3.6	-3.9%	3.5	1.5	1.2
Cc1ccc(C(=O)N[C@H](C(=O)Nc2cc(Cl)cc(Cl)c2)C(C)C)cc1	-0.2%	-6.5	6.5	-1.3	3.2	-9.2%	0.7	9.0	4.1
O=C(OCC(=O)c1ccccc1Br)c1ccncc1	-2.6%	16.5	3.0	-22.2	1.0	-15.1%	-0.1	2.5	-4.2
CCOc1ccc2nc(N3CCCC(C(=O)NCCCOC)C3)sc2c1 (stereo not drawn)	1.2%	7.7	2.9	-24.4	3.9	-0.1%	-0.2	-1.1	-0.1
CC(c1ccccc1)N1C(=O)c2ccccc2C1O (stereo not drawn)	1.2%	-10.7	2.0	6.8	-13.0	-16.1%	-0.4	3.9	1.3
Cc1cc(S(=O)(=O)n2cnc3ccccc32)c(C)cc1Cl	0.0%	-0.4	-2.5	2.5	-0.2	-5.6%	0.3	1.2	2.4
CCN(CC)S(=O)(=O)c1ccc(S(=O)(=O)N(Cc2ccccn2)Cc2ccco2)cc1	-0.2%	-55.9*	1.1	-1.3	-3.4	5.0%	-0.6	-12.1	30.6*
Cc1ccc(CCN2C(=O)CCC2(C)C(=O)NCc2cccnc2)cc1 (stereo not drawn)	2.1%	-20.4	-2.1	-13.0	-3.3	-11.4%	-0.2	-2.8	0.1
CCCC(C(=O)Nc1cc(S(=O)(=O)N2CCOCC2)ccc1OC)c1ccccc1 (stereo not drawn)	-0.8%	13.5	-13.7	-6.1	8.8	6.3%	0.5	-0.9	6.4
O=C(NCCc1ccc(Cl)cc1)C(=O)NCC(c1ccco1)S(=O)(=O)c1ccc(Cl)cc1 (stereo not drawn)	1.8%	·	-7.4	-4.0	-1.7	-7.8%	0.1	-4.7	7.6
Cc1ccc(-n2cccc2/C=C2/NC(=O)N(CC(=O)Nc3cccc(C)c3)C2=O)cc1	-0.1%	3.6	22.5	1.1	·	-6.1%	-0.2	-7.6	0.1
O=C(Nc1cccc(F)c1)N(Cc1ccc(Cl)cc1)CC(O)C(F)(F)F (stereo not drawn)	0.6%	-6.8	-2.7	-12.2	-3.1	-21.0%	2.3	-8.4	6.9
CCc1ccccc1NC(=S)N(CCN1CCOCC1)C1CCN(C(C)=O)CC1	0.5%	-12.0	4.3	-5.9	0.5	-3.1%	0.2	4.3	2.7
CCCn1c(SCC(=O)c2ccc3c(c2)OCCO3)nc2c1c(=O)n(C)c(=O)n2C	-0.6%	7.8	7.8	6.6	21.2	-11.9%	1.2	6.5	2.1
CCc1cccc(NC(=O)c2ccc3c(c2)c(C)c(C)n3Cc2ccc(F)cc2)c1	0.5%	-10.9	2.5	-1.3	0.1	50.7%[activator]	0.3	-2.9	5.7
CCOc1ccccc1N/C(=N/c1nc(C)cc(C)n1)NC(=O)Nc1ccc(Cl)c(Cl)c1	-0.7%	-13.3	0.0	·	7.1	0.7%	-0.4	-8.9	0.1
Cc1ccc2cc(CN(CC3CCCO3)C(=S)Nc3ccccc3)c(=O)[nH]c2c1 (stereo not drawn)	0.4%	-2.4	-3.1	-25.7	-3.0	-13.1%	-1.0	-3.3	3.2
Cc1ccc(NC(=O)CSc2ccccc2NC(=O)c2cccc(Cl)c2)cc1Cl	0.6%	-12.3	4.5	21.8	6.4	11.7%	-1.9	8.4	0.3
O=[N+]([O-])c1ccc2c(OCc3nnc(-c4ccccc4Br)o3)ncnc2c1	4.9%	13.2	22.0	-15.6	4.9	-8.0%	0.3	0.3	1.7
C=CCc1cc(Cl)ccc1OCCNCCOC	3.0%	-8.2	-12.1	-81.3*	-48.7	1.2%	-0.4	-5.3	19.0
CCP(=O)(c1ccccc1)C(C)(C)O (stereo not drawn)	1.7%	5.1	11.7	-9.7	1.5	-1.0%	0.5	-2.8	1.2
Cc1cccc(Cn2c(CN3CCN(Cc4ccccc4)CC3)nc3c2c(=O)[nH]c(=O)n3C)c1	-0.4%	1.8	9.3	·	5.3	-4.2%	-1.2	-3.5	1.8
Cc1cccnc1NC(=O)c1c(O)c2ccccc2n(C)c1=O	4.3%	7.3	-5.8	1.6	-2.0	2.0%	-0.2	-7.9	4.1
CC(=O)N1CCC(=NNc2ncc(C(F)(F)F)cc2Cl)CC1	-1.0%	-10.7	-4.9	-9.9	-8.1	-14.6%	-0.8	0.7	1.3
Cc1cccc(Nc2cc(C)nc(-n3nc(C)cc3C)n2)c1	2.8%	11.5	0.1	-6.7	-12.1	-9.6%	-0.3	-1.4	-1.1
COc1cc(S(=O)(=O)N2CCCC3(CCCCC3)C2)ccc1-n1cnnn1	2.9%	-11.7	1.7	2.0	5.1	-17.3%	-0.9	-1.4	8.6
CC(=O)N1CCOc2cc(S(=O)(=O)Nc3cccc(C(F)(F)F)c3)c(Cl)cc21	-0.9%	-24.4	3.3	-5.1	-7.2	42.3%[activator]	1.4	-1.4	0.2
CCCCNC(=O)c1ccc2c(c1)ncn2-c1cc(OC)ccc1OC	1.6%	-13.1	2.2	4.9	-7.3	-0.4%	0.2	-3.1	-4.7
CN(C(=O)Cn1cnc2onc(-c3ccc(F)cc3)c2c1=O)c1ccccc1Cl	-3.6%	-7.2	3.6	·	-2.3	-11.0%	1.1	-2.4	1.6
CCC(c1nnnn1Cc1ccccc1)N(Cc1cc2cc(OC)ccc2[nH]c1=O)CC1CCCO1 (stereo not drawn)	3.7%	7.7	1.8	-1.1	7.5	59.8%[activator]	-1.0	-2.1	-3.0
N/C(=N\OS(=O)(=O)c1ccc(Br)cc1)c1ccncc1	3.6%	11.0	0.2	-2.3	-6.9	-7.4%	-0.1	-4.5	0.8
N#Cc1c(/N=C/N2CCCC2)oc(-c2ccccc2)c1-c1ccccc1	-0.7%	11.1	-9.0	-36.0	-16.1	30.7%[activator]	0.5	6.3	2.2
CCc1ccc(-n2cc(-c3ccc([N+](=O)[O-])cc3)[nH]c2=S)cc1	0.8%	-2.2	-1.5	2.8	-5.7	-8.3%	0.2	-5.0	0.3

This is a subset; rates above refer to the full screens.
